NPYLR7 ag: mosquito NPYLR7 agonism; activation, % at 10 µM; 0.15% of 270,000 active; AID 1259423; HEK293T NPYLR7/Galpha15, GCaMP6s calcium fluorescence; in the data active = activation above about 40%;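 note: 0% = vehicle and 100% = reference agonist at the receptor; some compounds past the cut are filed as inactive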
mcGAS inh: blocks mouse cGAS activity | Q8C6L5 | recombinant cGAS, Kinase-Glo ATP depletion luminescence | inhibition, % at 12.5 µM | 0.15% of 160,000 active;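 note: 0% = negative control wells and 100% = reference inhibitor with no enzyme activity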
hcGAS lum: inhibitors of human cGAS | Q8N884 | recombinant h-cGAS, ATP depletion, Kinase-Glo luminescence | inhibition, % at 12.5 µM | 0.081% of 290,000 active;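 note: 0% = vehicle reaction and 100% = reaction without DNA for no activity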
Target sequence (Q8N884 whole entry, looked up): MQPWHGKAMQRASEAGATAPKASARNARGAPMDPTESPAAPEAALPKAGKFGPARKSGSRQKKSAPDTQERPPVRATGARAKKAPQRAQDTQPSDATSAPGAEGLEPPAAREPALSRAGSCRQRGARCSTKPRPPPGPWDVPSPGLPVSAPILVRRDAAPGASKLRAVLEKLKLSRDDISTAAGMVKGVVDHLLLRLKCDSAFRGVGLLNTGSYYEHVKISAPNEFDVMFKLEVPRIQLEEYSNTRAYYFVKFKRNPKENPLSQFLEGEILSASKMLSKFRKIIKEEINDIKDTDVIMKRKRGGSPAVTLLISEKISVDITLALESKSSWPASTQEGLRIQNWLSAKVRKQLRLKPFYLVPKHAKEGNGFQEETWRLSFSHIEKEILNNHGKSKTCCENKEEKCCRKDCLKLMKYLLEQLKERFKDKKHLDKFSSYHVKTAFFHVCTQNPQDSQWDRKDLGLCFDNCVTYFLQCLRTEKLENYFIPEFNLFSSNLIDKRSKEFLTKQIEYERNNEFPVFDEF
* hit, by the source's call; . = not tested or not shown; & = joins results of further samples. Cut-off read from the data, not from the text of the source, unless noted: active = inhibition above about 40%; inactive = the rest.

[1] COc1ccc(C(=O)N(CC(=O)N(Cc2ccc(F)cc2)Cc2ccc(C)s2)CC2CCCO2)cc1 (centres undefined)
[2] CCOC(=O)Nc1cc(C)nn1-c1nc(-c2ccc(OCC)cc2)cs1
[3] Cc1c(Br)c(C(F)(F)F)nn1CC(=O)Nc1cc(O)cc([N+](=O)[O-])c1
[4] COCCn1c(SCC(=O)Nc2ccc(OC)cc2)nc2c(c1=O)SC(C)C2 (centres undefined)
[5] CCOC(=O)C1CCCN(C(=O)c2cc(-c3cccc(OC)c3)n3nc(-c4ccccc4)cc3n2)C1 (centres undefined)
[6] Cc1ccc(-c2nnnn2C2CCS(=O)(=O)C2)cc1 (centres undefined)
[7] O=C(COC(=O)C=Cc1ccc(I)o1)NC1CC1
[8] COc1ccc(-n2c(=O)[nH]c3c(C(N)=O)nc(-c4ccncc4)nc32)cc1OC

| assay / compound | 1 | 2 | 3 | 4 | 5 | 6 | 7 | 8 |
| --- | --- | --- | --- | --- | --- | --- | --- | --- |
| NPYLR7 ag | . | -14.1 | -1.5 | 0.1 | 19.6 | 1.3 | 0.4 | -4.5 |
| mcGAS inh | -5.6 | 0.4 | . | . | -5.7 | . | . | -7.5 |
| hcGAS lum | -2.2 | 2.6 | 4.3 | -7.5 | -0.9 | -7.0 | -0.8 | -7.8 |

[9] CCCCN(C)C(=O)c1nc2ccccn2c1CN1CCN(C/C=C/c2ccccc2)CC1
[10] O=C(O)CSc1nc2ccccc2c2nc(=O)c(Cc3ccccc3)nn12
[11] Cc1ccccc1CN(C)Cn1nc2c(Cl)cc(Cl)cn2c1=S
[12] CC(C)(C)C1CCC(OCC(O)CN(CCO)CCO)CC1 (centres undefined)
[13] Cc1nc(NCCNC(=O)CC(C)C)cc(N2CCOCC2)n1
[14] Cc1c(C(=O)NCc2ccccc2C(F)(F)F)sc(=O)n1Cc1ccc(Cl)c(Cl)c1
[15] O=C(C1COc2ccccc2O1)N(Cc1ccccn1)c1nc2c(Cl)cccc2s1 (centres undefined)
[16] O=C(c1nc2ccccc2s1)N1CCN(C(c2ccccc2)c2ccccc2)CC1

| assay / compound | 9 | 10 | 11 | 12 | 13 | 14 | 15 | 16 |
| --- | --- | --- | --- | --- | --- | --- | --- | --- |
| NPYLR7 ag | 9.8 | 4.1 | -0.6 | -0.6 | 4.6 | -2.3 | 0.7 | 29.2 |
| mcGAS inh | -9.5 | . | . | . | . | . | 1.5 | -6.3 |
| hcGAS lum | -5.6 | -2.1 | -2.7 | -2.9 | -5.1 | -6.0 | 3.5 | -12.5 |

[17] c1cncc(CNc2nc(-c3ccncc3)nc3c2CCNC3)c1
[18] CCc1ccc(S(=O)(=O)Nc2ccc3c(c2)N(S(C)(=O)=O)CCC3)s1
[19] Cc1cccn2c(=O)c(C(=O)NCc3ccc(Cl)cc3)c(O)nc12
[20] COc1cc(OC)cc(C(=O)N2CCN(c3nc(-c4cccc(C(F)(F)F)c4)nc(C)c3Cc3ccccc3)CC2)c1
[21] COc1cccc(C2C(C(=O)OC(C)C)=C(C)NC3=C2C(=O)CC(c2ccc(Cl)cc2)C3)c1OC (centres undefined)
[22] Cn1cc([N+](=O)[O-])cc1C(=O)O
[23] O=C(Nc1nncs1)c1cc(-c2cccc(Cl)c2)n[nH]1
[24] Cc1nc2n(n1)C(=O)C(C(c1ccc(Cl)c(Cl)c1)N1CCC(O)CC1)S2 (centres undefined)

| assay / compound | 17 | 18 | 19 | 20 | 21 | 22 | 23 | 24 |
| --- | --- | --- | --- | --- | --- | --- | --- | --- |
| NPYLR7 ag | -4.0 | 1.3 | -2.1 | -4.7 | 3.9 | 0.6 | 4.9 | -7.5 |
| mcGAS inh | 1.7 | -0.9 | -3.3 | -6.5 | -6.1 | . | . | -7.8 |
| hcGAS lum | -3.5 | 0.8 | -7.1 | -9.8 | -6.6 | -3.6 | -8.9 | -7.1 |

[25] Cc1cccc(N=Nc2c(O)[nH]c3ccc([N+](=O)[O-])cc23)c1
[26] CN1C(=O)C2(CCN(C(=O)CCc3cc(=O)[nH]o3)CC2)c2ccccc21
[27] COCCN(CC(=O)N(Cc1ccccc1)Cc1ccco1)C(=O)Nc1ccc(Br)cc1
[28] CC(=O)c1csc(NC(=O)Cn2c3ccccc3c(=O)c3ccccc32)n1
[29] CCCN(CC1CC1)C(=O)CSc1nc(C)c(C(=O)OCC)cc1C#N
[30] Cc1ccc(CSCC(=O)N2CCCN(C(N)=O)CC2)cc1
[31] CCCc1nc(C)sc1C(=O)Nc1n[nH]c(C)n1
[32] Cc1nc(NCCc2cccs2)c2c3c(sc2n1)CCCC3

| assay / compound | 25 | 26 | 27 | 28 | 29 | 30 | 31 | 32 |
| --- | --- | --- | --- | --- | --- | --- | --- | --- |
| NPYLR7 ag | -0.5 | -3.9 | . | -1.8 | -15.8 | 3.0 | -18.1 | 4.5 |
| mcGAS inh | . | . | -4.6 | . | 0.5 | . | -3.5 | . |
| hcGAS lum | -5.5 | -3.6 | -6.1 | -0.6 | 0.3 | -7.2 | -8.1 | -9.3 |

[33] O=C(c1cnn2c1CCCC2)N1CCCC1c1ccccn1 (centres undefined)
[34] CCOCC(=O)Nc1c2c(nn1CC(=O)NCCOC)CSC2
[35] CSc1nc(C(=O)N2CCCC(C(=O)c3ccc(Cl)cc3)C2)cs1 (centres undefined)
[36] Cc1ccc(C(=O)NC(C)c2nc(CC(C)C)no2)cc1NC(=O)C1CC1 (centres undefined)
[37] O=C1C2CCCCC2C(=O)N1CN1CCN(S(=O)(=O)c2cccs2)CC1 (centres undefined)
[38] O=C(NCC1(N2CCOCC2)CCCCCC1)c1cn(CCc2ccccc2)nn1
[39] Cc1nnc(NC(=O)c2cccc(C(=O)Nc3nnc(C)s3)n2)s1
[40] Cc1nonc1OCCN1CC(C(=O)O)CC1=O (centres undefined)

| assay / compound | 33 | 34 | 35 | 36 | 37 | 38 | 39 | 40 |
| --- | --- | --- | --- | --- | --- | --- | --- | --- |
| NPYLR7 ag | 10.3 | -5.5 | 2.9 | 3.1 | 4.6 | 6.1 | 0.8 | 2.8 |
| mcGAS inh | -9.1 | -7.2 | . | -14.6 | . | . | -4.6 | . |
| hcGAS lum | -2.0 | -5.3 | -2.2 | -2.8 | -3.2 | -7.4 | -3.1 | 2.3 |

[41] CC(C)C(=O)NCc1c(-c2ccccc2)nc2n1CCS2
[42] CCCOC(=O)C1=C(C)NC2=C(C(=O)CC(c3ccc(OC)cc3)C2)C1c1ccc(O)c(OCC)c1 (centres undefined)
[43] COc1cccc([C@@H]2CCCN(Cc3cc4n(n3)CCCNC4)C2)c1
[44] Cc1c(-c2ccc(C(F)(F)F)cc2)oc2ccccc2c1=O
[45] Oc1ccc(N=Nc2ccc(OC(F)F)cc2)c2cccnc12
[46] N#CC1(c2cccc3ccccc23)CCOCC1
[47] CCc1cnc(NC(=O)c2sccc2-n2cnnn2)s1
[48] CN(C)C(CNc1nc2c(c(=O)[nH]c(=O)n2C)n1C)c1ccco1 (centres undefined)

| assay / compound | 41 | 42 | 43 | 44 | 45 | 46 | 47 | 48 |
| --- | --- | --- | --- | --- | --- | --- | --- | --- |
| NPYLR7 ag | 15.6 | -4.7 | 6.5 | -0.5 | 1.3 | -10.6 | 6.7 | 1.8 |
| mcGAS inh | . | -7.2 | . | . | . | -9.1 | . | . |
| hcGAS lum | -5.2 | -5.2 | -0.3 | -7.8 | -8.7 | -3.2 | -11.2 | -8.7 |

Reprinted from the part before: 4 entries, followed by the next part.
[45] Oc1ccc(N=Nc2ccc(OC(F)F)cc2)c2cccnc12
[46] N#CC1(c2cccc3ccccc23)CCOCC1
[47] CCc1cnc(NC(=O)c2sccc2-n2cnnn2)s1
[48] CN(C)C(CNc1nc2c(c(=O)[nH]c(=O)n2C)n1C)c1ccco1 (centres undefined)
[49] COC(=O)CCc1c(C)nn(-c2ccc(C(=O)N(CCN(C)C)Cc3ccccc3)cc2)c1C
[50] NC(=O)c1nc(-c2ccccc2O)nc2c1[nH]c(=O)n2-c1cccc(Cl)c1
[51] COc1cc(-c2nc(-c3cccc(C(F)(F)F)c3)no2)cc(OC)c1OC
[52] CC(=O)Oc1c(C)cc(CNCc2ccc3c(c2)OCCCO3)cc1C
[53] COc1cc(C)c(C(C)C)cc1S(=O)(=O)NCc1ccc2c(c1)OCO2
[54] O=C(O)CCc1ccc(-c2cccc(Nc3ccc(Oc4ccccc4)cc3)n2)cc1
[55] C1CCC(CNC2CCCN(Cc3noc(C4CC4)n3)C2)OC1 (centres undefined)
[56] Cc1cccc(NS(=O)(=O)c2ccc(F)cc2[N+](=O)[O-])c1C

| assay / compound | 45 | 46 | 47 | 48 | 49 | 50 | 51 | 52 | 53 | 54 | 55 | 56 |
| --- | --- | --- | --- | --- | --- | --- | --- | --- | --- | --- | --- | --- |
| NPYLR7 ag | 1.3 | -10.6 | 6.7 | 1.8 | 25.4 | 1.7 | -5.5 | -1.8 | -3.0 | -10.4 | 9.8 | -0.9 |
| mcGAS inh | . | -9.1 | . | . | -4.4 | . | -3.8 | -12.0 | . | -1.1 | . | . |
| hcGAS lum | -8.7 | -3.2 | -11.2 | -8.7 | -5.9 | 22.5 | -9.5 | -8.8 | -1.3 | -3.6 | -8.7 | 1.5 |

[57] Cn1cccc1C1CCCN1CC(=O)Nc1c(F)cccc1F (centres undefined)
[58] COCC1CCCN(C(=O)c2ccc(N(C)Cc3ccsc3)nc2)C1 (centres undefined)
[59] COC1C=CC(CNC(=O)c2cc3c(=O)n4cccc(C)c4nc3n2C)(OC)O1 (centres undefined)
[60] COc1cc(S(=O)(=O)NCc2ccc3c(c2)OCO3)ccc1Cl
[61] CCOC(=O)c1c(C)c(C(=O)CN(C(=O)COc2ccc(Cl)cc2)C2CC2)c(C)n1CC
[62] Cc1ccc2oc(-c3cccc(NC(=O)C4CCC4)c3)nc2c1
[63] O=S(=O)(NC1CCCc2occc21)c1ccc(F)cc1 (centres undefined)
[64] C/C=C(/C)C(=O)O[C@@H]1Cc2c(ccc3ccc(=O)oc23)OC1(C)C

| assay / compound | 57 | 58 | 59 | 60 | 61 | 62 | 63 | 64 |
| --- | --- | --- | --- | --- | --- | --- | --- | --- |
| NPYLR7 ag | -8.1 | 5.2 | 8.0 | 12.5 | -6.5 | . | 1.0 | -4.3 |
| mcGAS inh | . | . | . | . | -5.5 | -10.1 | -3.3 | . |
| hcGAS lum | 1.5 | -6.2 | -1.9 | -11.9 | -7.2 | -5.8 | -4.0 | -0.4 |

Continued, overlapping the part above by 3 compounds.
[62] Cc1ccc2oc(-c3cccc(NC(=O)C4CCC4)c3)nc2c1
[63] O=S(=O)(NC1CCCc2occc21)c1ccc(F)cc1 (centres undefined)
[64] C/C=C(/C)C(=O)O[C@@H]1Cc2c(ccc3ccc(=O)oc23)OC1(C)C
[65] CCN1CCN(C2=C(c3c(C(C)C)[nH]n(-c4ccc(Cl)cc4)c3=O)C(=O)N(Cc3ccco3)C2=O)CC1
[66] O=C(/C=C/c1cccs1)N1CCC2(CCCN(CC3CCCCC3)C2)C1 (centres undefined)
[67] CCC(=O)N1CCN(C(=O)c2cn(C)cc3c(=O)n(-c4ccccc4)nc2-3)CC1
[68] Cc1ccc(S(=O)(=O)N[C@@H](Cc2ccccc2)C(=O)CCl)cc1
[69] CCn1nnc2c(NCc3ccccc3OC)ncnc21
[70] O=c1cc(CSc2ccc(C(F)(F)F)cc2[N+](=O)[O-])[nH]c(=O)[nH]1
[71] CCCC1CCN(CCS(C)(=O)=O)C1 (centres undefined)
[72] Cc1nc(CCNC(=O)c2cn3c(C)cccc3n2)sc1C

| assay / compound | 62 | 63 | 64 | 65 | 66 | 67 | 68 | 69 | 70 | 71 | 72 |
| --- | --- | --- | --- | --- | --- | --- | --- | --- | --- | --- | --- |
| NPYLR7 ag | . | 1.0 | -4.3 | 7.2 | 17.2 | 2.7 | 4.7 | 9.5 | -2.7 | 8.5 | -1.5 |
| mcGAS inh | -10.1 | -3.3 | . | -7.9 | -11.3 | -6.5 | 20.0 | . | . | . | . |
| hcGAS lum | -5.8 | -4.0 | -0.4 | -2.9 | -7.1 | -10.2 | 8.5 | -6.7 | -4.1 | -5.1 | 1.7 |

[73] CC(=O)NC(CC(=O)Nc1cc(C)ccn1)c1ccc(Cl)cc1 (centres undefined)
[74] O[C@@H]1C[C@@H]2C[C@H](c3ccccc3)OC[C@@]2(O)[C@H]1N1CCN(c2ncccn2)CC1
[75] Cc1nc2ccccc2c(=O)n1CC(=O)NCc1nc(-c2ccsc2)no1
[76] O=C(c1ccc([N+](=O)[O-])cc1)N1CCC2(CC1)SCCN2C(=O)C1CCCC1
[77] Fc1ccccc1Cc1noc(CN2CCN(c3nc4ccccc4s3)CC2)n1
[78] CCOc1ccc(C(C2Sc3nc(C)nn3C2=O)N2CCCC(C)C2)cc1 (centres undefined)
[79] CNC(=O)[C@@H]1C[C@@H](N)CN1C(=O)CN1C(=O)N(C)Cc2ccccc21
[80] Cc1ccc(C)c(C(=O)N(CCn2cccn2)c2nc3c(F)cccc3s2)c1

| assay / compound | 73 | 74 | 75 | 76 | 77 | 78 | 79 | 80 |
| --- | --- | --- | --- | --- | --- | --- | --- | --- |
| NPYLR7 ag | 9.6 | 6.3 | 0.1 | 11.7 | 17.1 | 1.6 | 5.6 | -19.7 |
| mcGAS inh | . | -3.9 | . | -3.9 | 1.0 | -9.7 | -15.4 | -10.5 |
| hcGAS lum | -3.4 | -3.6 | -7.8 | -7.2 | 3.8 | -7.1 | -7.0 | -8.1 |

[81] Clc1cnccn1
[82] CCC(=O)N(CCC1(C(C)C)CCOC(C)(C)C1)C(C)c1cccs1 (centres undefined)
[83] CC(=O)NC(C(=O)NC1CC1)C(C)C (centres undefined)
[84] O=C(c1cc(Cl)c2nc3ccsc3c(=O)n2c1)c1cc(Cl)ccc1O
[85] Cc1ccc(C)c(OCCCC(C)(C)C(=O)O)c1

| assay / compound | 81 | 82 | 83 | 84 | 85 |
| --- | --- | --- | --- | --- | --- |
| NPYLR7 ag | 10.8 | . | -10.9 | 7.4 | -2.3&-4.2&0.5 |
| mcGAS inh | . | -4.6 | . | . | -5.3 |
| hcGAS lum | -10.5 | -7.9 | 1.5 | -5.6 | -4.9&-2.3&-0.9 |

High-throughput results: PubChem BioAssay, Fisher Drug Discovery Resource Center
